From PubChem
DAX1 inh-1 = inhibitors of DAX1 repression of SF-1 activated StAR promoter. HEK293T StAR-luciferase reporter, SF-1/DAX-1 repression relief. inhibition, % at 6.8 µM. 370,000 compounds, 1.1% hits. AID 652010;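 active = inhibition above the mean over all tested compounds plus 3 SD, cut at about 3.6% in these data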;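 note: 0% = DAX-1 cells with DMSO and 100% = cells lacking DAX-1 with DMSO; higher inhibition means more luminescence from relief of DAX-1 repression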
sPLA2-III inh = Inhibits HGIII-sPLA2 liposome hydrolysis, primary screen; 370,000 compounds, 0.56% hits; QFRET BODIPY PC-A2 liposome hydrolysis, fluorescence; Q9NZ20; inhibition, % at 12.2 µM;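 active = inhibition above mean plus 3 SD of compounds lying within the high and low control bounds, cut at about 19% in these data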;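 note: 0% = median of test compound wells and 100% = no enzyme DMSO wells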
Target sequence (Q9NZ20 whole entry, looked up): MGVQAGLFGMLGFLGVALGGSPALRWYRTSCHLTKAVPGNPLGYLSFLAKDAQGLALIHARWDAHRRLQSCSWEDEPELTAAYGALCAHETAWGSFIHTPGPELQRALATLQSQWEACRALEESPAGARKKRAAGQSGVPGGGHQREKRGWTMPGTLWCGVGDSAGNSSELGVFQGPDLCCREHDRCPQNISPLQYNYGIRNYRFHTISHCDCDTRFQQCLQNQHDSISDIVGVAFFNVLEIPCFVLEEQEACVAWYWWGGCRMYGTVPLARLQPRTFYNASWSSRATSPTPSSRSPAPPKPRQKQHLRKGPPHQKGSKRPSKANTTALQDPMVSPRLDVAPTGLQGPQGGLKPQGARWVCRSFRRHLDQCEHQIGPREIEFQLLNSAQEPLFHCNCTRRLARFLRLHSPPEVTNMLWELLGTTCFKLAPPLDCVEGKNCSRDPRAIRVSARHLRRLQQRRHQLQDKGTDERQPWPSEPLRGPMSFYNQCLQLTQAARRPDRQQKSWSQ
hgDAF-12 ag = hgDAF-12 agonism, primary luciferase screen. HEK293 GAL4-hgDAF12 UAS-luciferase reporter, agonist luminescence; normalized to butyrate control. activation, % at 6.8 µM. 370,000 compounds, 1.8% hits;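 active = activation above a cutoff set at the mean of all screened compounds plus 3 SD, cut at about 10% in these data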;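 note: 0% = DMSO wells and 100% = sodium butyrate wells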
PLCg1 inh = blocks human PLC-gamma1 enzyme activity. P19174. purified PLC-gamma1, fluorogenic substrate, fluorescence. inhibition, % at 12.2 µM. 370,000 compounds, 0.84% hits. AID 720700; in the data active = inhibition above about 9.5%
PLC-beta3 inh = blocks human PLC-beta3 enzyme activity; Purified PLC-beta3, fluorogenic substrate, fluorescence; inhibition, % at 12.2 µM; 370,000 compounds, 0.18% hits; AID 720704; in the data active = inhibition above about 11%;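 note: 0% = median of compound wells on plate and 100% = full blocker control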
ADAM17 inh = inhibits human ADAM17 | 370,000 compounds, 0.83% hits | AID 720648 | recombinant ADAM17, EDANS/DABCYL FRET peptide cleavage | inhibition, % at 6.95 µM;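 active = inhibition above the mean of compounds lying between control limits plus 3 SD, set per campaign, cut at about 8.5% in these data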;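 note: 0% = DMSO-only wells as the low control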
FXN GAA850 act = frataxin GAA850 promoter activation | HEK293 lucGAA850 FXN promoter luciferase reporter, 24 h; percent of 10 µM SAHA response | activation, % at 6 µM | 360,000 compounds, 0.56% hits | AID 540364;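 active = activation above the average of all compounds screened plus 3 SD, cutoff fixed separately per campaign, cut at about 7.5% in these data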;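 note: 0% = DMSO wells and 100% = 10 µM SAHA wells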
ADAM10 inh = ADAM10 inhibition, QFRET primary screen. O14672. 370,000 compounds, 0.62% hits. inhibition, % at 7 µM. recombinant ADAM10, EDANS/DABCYL FRET peptide cleavage, 3 h;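 active = inhibition above a per-campaign cutoff equal to the mean of compounds falling between control-based bounds plus 3 SD, cut at about 20% in these data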;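 note: 0% = DMSO wells while the 100% control is not disclosed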
ssDAF-12 act = S. stercoralis DAF-12 activation, primary screen; activation, % at 6.8 µM; 370,000 compounds, 1% hits; HEK293 ssDAF-12/GRIP1 lit1-tk-luc reporter, luminescence; % of 3 µM dafachronic acid response;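 active = activation above the mean over all tested compounds plus 3 SD, cut at about 0.9% in these data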;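 note: 0% = DMSO-only wells and 100% = 3 µM delta7-dafachronic acid wells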
hcDAF12 agonist = activators of H. contortus DAF-12 nuclear receptor. HEK293 hcDAF-12 lit1-tk-luc reporter, luminescence; 0% DMSO, 100% Δ7-dafachronic acid. activation, % at 6.8 µM. 370,000 compounds, 1.4% hits. AID 652067;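 active = activation above the mean of all tested compounds plus 3 SD, cut at about 5.5% in these data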;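 note: 100% = response to 3 µM Δ7-dafachronic acid high control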
DAX1 inh-2 = inhibitors of human orphan nuclear receptor DAX1 (NR0B1). P51843. HEK293 Gal4-DAX1 luciferase reporter, luminescence. inhibition, % at 6.75 µM. 340,000 compounds, 0.99% hits. AID 504766;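 active = inhibition above the mean over all tested compounds plus 3 SD, cut at about 4.2% in these data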;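 note: 0% = DAX1-transfected cells with DMSO and 100% = empty-vector control cells with DMSO; inhibition shows as a rise in luminescence from relieved DAX1 repression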
Target sequence (P51843 207-470 limits assumed): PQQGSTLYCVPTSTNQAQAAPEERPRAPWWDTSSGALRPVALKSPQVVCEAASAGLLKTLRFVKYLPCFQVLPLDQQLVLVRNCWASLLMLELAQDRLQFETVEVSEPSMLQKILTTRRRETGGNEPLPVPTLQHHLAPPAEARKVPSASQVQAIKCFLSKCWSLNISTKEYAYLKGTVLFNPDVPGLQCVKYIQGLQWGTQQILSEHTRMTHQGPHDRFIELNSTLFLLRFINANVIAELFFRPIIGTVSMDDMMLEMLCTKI
* hit, by the source's call.

For CC(NC(=O)NCCCC(=O)O)(C(F)(F)F)C(F)(F)F the results were DAX1 inh-1 0.0, sPLA2-III inh -5.6, hgDAF-12 ag -1.6, PLCg1 inh 2.1, PLC-beta3 inh 3.8, ADAM17 inh -4.3, FXN GAA850 act -1.6, ADAM10 inh -8.8, ssDAF-12 act -1.6, hcDAF12 agonist -1.9 and DAX1 inh-2 0.7.
Screening C=CCNC(=O)C(=O)NCCOc1ccccc1Cl returned DAX1 inh-1 -0.6, sPLA2-III inh 2.0, hgDAF-12 ag -0.6, PLCg1 inh 1.9, PLC-beta3 inh 0.1, ADAM17 inh -1.8, FXN GAA850 act -3.0, ADAM10 inh 2.9, ssDAF-12 act -0.2, hcDAF12 agonist -0.9 and DAX1 inh-2 1.3.
For O=C(Nc1nnc(S(=O)(=O)Nc2ccccc2)s1)C1CCCCC1 the results were DAX1 inh-1 -0.3, sPLA2-III inh -14.3, hgDAF-12 ag 0.6, PLCg1 inh -3.5, PLC-beta3 inh -5.0, ADAM17 inh -6.3, FXN GAA850 act -0.6, ADAM10 inh -10.6, ssDAF-12 act -0.5, hcDAF12 agonist -2.1 and DAX1 inh-2 -0.1.
For CCCCN1C(=O)CC(Sc2ccccc2C(=O)O)C1=O (centres undefined) the results were DAX1 inh-1 0.3, sPLA2-III inh 5.4, hgDAF-12 ag 0.8, PLCg1 inh 5.3, PLC-beta3 inh -3.2, ADAM17 inh -3.9, FXN GAA850 act -1.4, ADAM10 inh -14.9, ssDAF-12 act -2.0, hcDAF12 agonist -1.9 and DAX1 inh-2 0.2.
CCCn1c(SCC(=O)NC(C)(C)C)nnc1-c1ccco1 was read as DAX1 inh-1 0.0, sPLA2-III inh 1.4, hgDAF-12 ag -2.2, PLCg1 inh 0.5, PLC-beta3 inh 2.1, ADAM17 inh 0.7, FXN GAA850 act -0.1, ADAM10 inh -0.2, ssDAF-12 act -0.5, hcDAF12 agonist -1.2 and DAX1 inh-2 -0.1.
`CC(=O)Nc1cccc(NC(=O)CCc2ccccc2)c1` gave DAX1 inh-1 0.3, sPLA2-III inh 5.8, hgDAF-12 ag 0.8, PLCg1 inh -3.0, PLC-beta3 inh -3.0, ADAM17 inh -6.3, FXN GAA850 act 1.7, ADAM10 inh -11.2, ssDAF-12 act -1.1, hcDAF12 agonist -0.6 and DAX1 inh-2 0.9.
`OC(c1ccccc1)c1nccc2ccccc12` (centres undefined) gave DAX1 inh-1 -0.2, sPLA2-III inh -2.8, hgDAF-12 ag 3.2, PLCg1 inh -1.0, PLC-beta3 inh -1.8, ADAM17 inh 2.4, FXN GAA850 act 0.5, ADAM10 inh -2.9, ssDAF-12 act -0.9, hcDAF12 agonist 2.6 and DAX1 inh-2 -0.1.
For COc1cc(OC)cc(C(=O)NCC(=O)N2CCC(C)CC2)c1 the results were DAX1 inh-1 0.4, sPLA2-III inh 1.9, hgDAF-12 ag -0.1, PLCg1 inh 5.2, PLC-beta3 inh 3.4, ADAM17 inh 0.7, FXN GAA850 act -0.1, ADAM10 inh 5.5, ssDAF-12 act -1.3, hcDAF12 agonist -2.1 and DAX1 inh-2 -0.8.
Screening N#CCCn1c(C(C#N)(CCC#N)CCC#N)nc2ccccc21 returned DAX1 inh-1 0.5, sPLA2-III inh 11.4, hgDAF-12 ag -3.0, PLCg1 inh 6.0, PLC-beta3 inh 2.8, ADAM17 inh 1.4, FXN GAA850 act 0.8, ADAM10 inh -0.9, ssDAF-12 act -0.9, hcDAF12 agonist -1.6 and DAX1 inh-2 0.0.
`O=C(NCCc1ccccc1)C1CCN(S(=O)(=O)N2CCCCCC2)CC1` gave DAX1 inh-1 -0.4, sPLA2-III inh 6.7, hgDAF-12 ag -2.6, PLCg1 inh 8.3, PLC-beta3 inh 6.2, ADAM17 inh -2.8, FXN GAA850 act 0.6, ADAM10 inh -5.8, ssDAF-12 act -0.6, hcDAF12 agonist -1.5 and DAX1 inh-2 0.5.
CN1CCCCC(NC(=O)CCl)C1=O (centres undefined) was read as DAX1 inh-1 -1.8, sPLA2-III inh 3.9, hgDAF-12 ag 1.1, PLCg1 inh 2.0, PLC-beta3 inh 5.0, ADAM17 inh 1.4, ADAM10 inh 1.0, ssDAF-12 act -0.2 and hcDAF12 agonist 2.4.
For Cc1ccc(CN(C(=O)c2csnn2)C(C(=O)NC2CCCC2)c2cccnc2)cc1 (centres undefined) the results were DAX1 inh-1 -0.3, sPLA2-III inh -2.3, hgDAF-12 ag -2.1, PLCg1 inh 4.3, PLC-beta3 inh -5.3, ADAM17 inh 0.1, FXN GAA850 act -2.8, ADAM10 inh 8.8, ssDAF-12 act -1.0, hcDAF12 agonist -2.5 and DAX1 inh-2 -1.4.
COc1ccc(CN(C(=S)Nc2ccccc2)C2CC(=O)N(c3ccccc3)C2=O)cc1 (centres undefined) was read as DAX1 inh-1 0.2, sPLA2-III inh -28.4, hgDAF-12 ag 3.7, PLCg1 inh 6.5, PLC-beta3 inh 4.6, ADAM17 inh 4.9, FXN GAA850 act -2.1, ADAM10 inh 9.5, ssDAF-12 act -0.2, hcDAF12 agonist 3.3 and DAX1 inh-2 -0.8.
Cc1ccc(NC2=C(N3CCCCC3)C(=O)c3ccccc3C2=O)cc1 was read as DAX1 inh-1 -1.9, sPLA2-III inh 5.8, hgDAF-12 ag -4.0, PLCg1 inh 3.1, PLC-beta3 inh -1.8, ADAM17 inh -2.2, FXN GAA850 act 3.7, ADAM10 inh -7.2, ssDAF-12 act 0.2, hcDAF12 agonist 2.6 and DAX1 inh-2 0.1.
For COc1cccc(C2C(C#N)=C(N)Oc3c2oc(CO)cc3=O)c1OC (centres undefined) the results were DAX1 inh-1 0.9, sPLA2-III inh 3.4, hgDAF-12 ag 8.3, PLCg1 inh 1.8, PLC-beta3 inh -3.2, ADAM17 inh 0.3, FXN GAA850 act -2.7, ADAM10 inh 0.5, ssDAF-12 act -0.3, hcDAF12 agonist -0.7 and DAX1 inh-2 1.1.
CCOc1cc(C(C(=O)NCC2CCCO2)N(C(=O)Cn2nnc3ccccc32)c2ccc(C(C)=O)cc2)ccc1O (centres undefined) was read as DAX1 inh-1 0.2, sPLA2-III inh -9.6, hgDAF-12 ag 3.1, PLCg1 inh -2.0, PLC-beta3 inh -2.5, ADAM17 inh -1.7, FXN GAA850 act -1.3, ADAM10 inh -4.4, ssDAF-12 act -0.7, hcDAF12 agonist 0.8 and DAX1 inh-2 0.0.
Cc1ccc(S(=O)(=O)NCc2ccccc2)cc1C(=O)NC1CCCCC1 was read as DAX1 inh-1 0.1, sPLA2-III inh -8.4, hgDAF-12 ag 1.1, PLCg1 inh 0.4, PLC-beta3 inh -22.4, ADAM17 inh 1.1, FXN GAA850 act -2.2, ADAM10 inh -12.1, ssDAF-12 act -0.9, hcDAF12 agonist -2.6 and DAX1 inh-2 -0.1.
For Cc1c(C(=O)N2CCOCC2)c(S(=O)(=O)Nc2ccccc2F)c(C)n1C the results were DAX1 inh-1 3.5, sPLA2-III inh 4.1, hgDAF-12 ag 0.8, PLCg1 inh 1.1, PLC-beta3 inh -10.4, ADAM17 inh -4.7, FXN GAA850 act -0.5, ADAM10 inh -3.3, ssDAF-12 act -1.4, hcDAF12 agonist -2.4 and DAX1 inh-2 -0.3.
`Cc1cccc(OCCn2c(=O)oc3ccc(C)cc32)c1` gave DAX1 inh-1 1.1, sPLA2-III inh -5.5, hgDAF-12 ag 7.2, PLCg1 inh -1.7, PLC-beta3 inh -4.0, ADAM17 inh -4.3, FXN GAA850 act 7.0, ADAM10 inh -3.4, ssDAF-12 act -1.6, hcDAF12 agonist 1.8 and DAX1 inh-2 1.1.
For O=C(Nc1cc2c(cc1Br)OCCO2)c1cccnc1 the results were DAX1 inh-1 0.1, sPLA2-III inh 12.1, hgDAF-12 ag 4.2, PLCg1 inh 1.1, PLC-beta3 inh -5.0, ADAM17 inh -3.7, FXN GAA850 act -0.2, ADAM10 inh 1.4, ssDAF-12 act -1.0, hcDAF12 agonist -0.5 and DAX1 inh-2 -0.2.
For CC(=O)Nc1ccc(NC(=O)C(C)OC(=O)c2cccc(S(=O)(=O)N3CCCCC3)c2)cc1 (centres undefined) the results were DAX1 inh-1 0.8, sPLA2-III inh -6.3, hgDAF-12 ag -1.1, PLCg1 inh -0.7, PLC-beta3 inh -2.4, ADAM17 inh 0.8, FXN GAA850 act -1.8, ADAM10 inh 2.3, ssDAF-12 act -1.1, hcDAF12 agonist -1.7 and DAX1 inh-2 0.5.
O=C(O)c1ccccc1C(=O)Nc1ccc(Nc2ccc([N+](=O)[O-])cc2[N+](=O)[O-])cc1 was read as DAX1 inh-1 -0.8, sPLA2-III inh 21.8*, hgDAF-12 ag -1.4, PLCg1 inh 2.9, PLC-beta3 inh 3.0, ADAM17 inh 1.6, FXN GAA850 act 5.6, ADAM10 inh 13.6, ssDAF-12 act -1.2, hcDAF12 agonist -1.9 and DAX1 inh-2 -1.2.
`COC(=O)c1ccccc1-c1ccc(/C=N/Nc2nc(N3CCCC3)nc(N3CCCC3)n2)o1` gave DAX1 inh-1 -0.4, sPLA2-III inh -5.9, hgDAF-12 ag -1.6, PLCg1 inh -310.9, PLC-beta3 inh -378.3, ADAM17 inh -40.8, FXN GAA850 act 3.0, ADAM10 inh -112.8, ssDAF-12 act -2.3, hcDAF12 agonist -1.8 and DAX1 inh-2 -4.3.
O=C1NC(c2cccc(Cl)c2)Nc2ccccc21 (centres undefined) was read as DAX1 inh-1 -0.7, sPLA2-III inh 3.2, hgDAF-12 ag 0.3, PLCg1 inh -279.6, PLC-beta3 inh -305.2, ADAM17 inh -279.0, FXN GAA850 act -1.4, ADAM10 inh inactive, ssDAF-12 act -1.3, hcDAF12 agonist -0.6 and DAX1 inh-2 1.1.
Screening CCOCCCNC(=O)c1cn(CC)c2ccc(S(=O)(=O)N3CCC(C)CC3)cc2c1=O returned DAX1 inh-1 -0.6, sPLA2-III inh 2.1, hgDAF-12 ag 3.6, PLCg1 inh -1.4, PLC-beta3 inh -6.5, ADAM17 inh -0.7, FXN GAA850 act 1.0, ADAM10 inh 3.8, ssDAF-12 act -1.4, hcDAF12 agonist -1.8 and DAX1 inh-2 -0.5.
Cc1sc(NC(=O)CSc2nc(N)cc(N)n2)c(C#N)c1C was read as DAX1 inh-1 0.2, sPLA2-III inh 0.7, hgDAF-12 ag -0.9, PLCg1 inh -1.8, PLC-beta3 inh -7.6, ADAM17 inh -5.5, FXN GAA850 act 3.3, ADAM10 inh -7.4, ssDAF-12 act -1.2, hcDAF12 agonist -1.5 and DAX1 inh-2 -0.2.
Screening CN1CCc2c(sc(/N=C/c3ccco3)c2C(N)=O)C1 returned DAX1 inh-1 0.0, sPLA2-III inh -2.1, hgDAF-12 ag 0.1, PLCg1 inh -81.0, PLC-beta3 inh -105.9, ADAM17 inh -157.3, FXN GAA850 act -1.2, ADAM10 inh inactive, ssDAF-12 act -1.3, hcDAF12 agonist -2.2 and DAX1 inh-2 0.3.
Screening O=C(c1cccs1)c1sccc1Cc1ccccc1 returned DAX1 inh-1 0.4, sPLA2-III inh -11.3, hgDAF-12 ag 2.9, PLCg1 inh -2.9, PLC-beta3 inh -1.6, ADAM17 inh -1.1, FXN GAA850 act 2.7, ADAM10 inh 4.6, ssDAF-12 act -0.2, hcDAF12 agonist 1.3 and DAX1 inh-2 -0.3.
